Compound activity (PubChem BioAssay)
Salmonella PhoP GFP: inhibitors of PhoP regulon expression, primary screen, Salmonella Typhimurium, GFP reporter (AID 1863) | S. Typhimurium PhoP-regulated promoter GFP reporter, 4 h; higher % means a stronger effect | inhibition, % at 50 µM; hits with a dose series show IC50 in µM | 0.16% of 300,000 active;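 active = inhibition over 29.93%, a cutoff 3 SD above the screen mean, later confirmed by dose response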;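 note: 0% = low Mg2+ inducing control and 100% = high Mg2+ repressing control; strong numbers were not always called active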
b-catenin transl: modulators of beta-catenin nuclear translocation, primary screen, imaging, HeLa cells, immunofluorescence, high-content; 0.3% of 190,000 active; nuclear translocation activity, % at 5 µM;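 active = nuclear translocation activity above 50% at 5 µM, with a well cell count of 50 or more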;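 note: per-cell ratio of nuclear to cytoplasmic median beta-catenin stain intensity; plate controls were DMSO negative control for no effect and GSK-3 inhibitor IX positive control for full effect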
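System: HeLa cells, endogenous beta-catenin; compound dosing: 5 µM primary single dose, 0.1% DMSO, 0.02–20 µM confirmation series; incubation: 24 h compound exposure at 37°C, 5% CO2; signal: beta-catenin immunofluorescence imaging with DAPI; evaluation: % activation, nuclear-to-cytoplasmic median beta-catenin signal ratio per cell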
MT stabilizer: microtubule stabilizers in HeLa cells, primary screen, imaging, high-content imaging; HeLa tubulin immunostaining HCS, 24 h; share of cells brighter than vehicle mean+2SD; % tubulin-high responders, % at 10 µM; 0.83% of 200,000 active; AID 2205, 2009;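 active = plate Z-score above 3 for both tubulin-high and condensed-nucleus cell shares, with cell loss under 80%, at 10 µM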;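 note: anti alpha tubulin signal scored within the nucleus-defined area of each cell; some results filed as inactive read as strong as hits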
CSM14.1 death rescue: rescue of cells from ER stress-induced death, primary screen, 384-well, CSM14.1, thapsigargin, ATP luminescence (AID 1222). CSM14.1 thapsigargin-induced death rescue, ATP luminescence; higher % means a stronger effect. cellular ATP content (survival), % at 20 µM; hits with a dose series show EC50 in µM. 190,000 tested, under 10 active;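 active = EC50 below 50 µM in the dose-response confirmation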;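 note: death triggered by thapsigargin at about 15 µM added after 2 h compound pretreatment; cell ATP read after overnight thapsigargin exposure of roughly 18 to 22 hours; normalized against plate controls of thapsigargin alone and 5% DMSO vehicle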
Ins promoter up: insulin promoter activators in MIN6 cells, imaging, high-content screening, mouse beta cells; AID 1625, 2009; MIN6 insulin promoter-GFP reporter; active compounds read high; z-score at 5 µM; 0.3% of 190,000 active;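 active = z-score above 3 at 5 µM with at least 500 cells counted in the well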
Lipid droplet: inhibitors of hepatocyte lipid droplet formation, primary screen, imaging, high-throughput imaging, BODIPY stain. AML12 mouse hepatocytes, oleate lipid droplets. inhibition, % at 6.5 µM. 0.4% of 240,000 active;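 active = lipid droplet intensity inhibited by at least 50%, with more than 500 cells counted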
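Technique: fluorescence imaging, 20x objective, two fields per well / Assay system: AML12 hepatocytes (mouse) / Measure: % inhibition of lipid droplet signal / Doses: 6.5 µM single-point dosing / Incubation: overnight exposure / Reagent: 100 µM oleic acid challenge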
Autophagy mod: autophagy modulators in MEF cells, primary screen, imaging, high-content, MEF GFP-LC3; 0.98% of 190,000 active; calls only at 10 µM (by protocol); AID 463193, 2010; MEF GFP-LC3 puncta imaging; test concentration mostly 10 µM;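 active = percentage of spot-positive cells more than 3 SD above its plate mean, without a fluorescence outlier flag or 80% toxicity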;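 note: spot-positive cell cutoff set from DMSO-treated cells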
Dynein transport: inhibitors of GR-EGFP nuclear translocation, primary screen, dynein cargo transport inhibitor project, imaging, high-content, 3617.4 mouse cells; 0.47% of 220,000 active; z-score, hits read low; test concentration mostly 20 µM; stimulated with dexamethasone, 1 µM; active compounds read low;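 active = plate z-score of nuclear minus cytoplasmic receptor signal below a set negative limit, without overly bright fluorescence or cell loss, cut at about -3.5 in these data, passing the limit was not always enough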;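 note: z-score of nuclear minus cytoplasmic ring GR-EGFP intensity difference per well; some compounds called inactive have numbers as strong as hits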
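Buffer or medium: tet-free, stripped-serum medium; reagent: dexamethasone at 1.0 µM final, 30 min; incubation: 48 h induction, 1 h compound, 30 min dex at 37 °C; measured by: formaldehyde fixation, Hoechst nuclear stain, 10x automated fluorescence imaging; read-out: nuclear-to-cytoplasmic GR-EGFP distribution per well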
T cell modulator: modulators of CD8 T cell-vesicle binding, primary screen, mouse 2C CD8+ T cells, flow cytometry. 2C CD8+ T cell-vesicle binding; active compounds read low. calls only at 7 µM. 0.068% of 330,000 active;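 active = response, share of CD8 T cells binding vesicles, and their 90th percentile fluorescence all below set limits, cut at about 80% in these data, passing the limit was not always enough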
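incubation = binding step 1.5 h, 37 °C, antibody labelling 20 min, ice | test system = 2C mouse CD8+ T cells | read-out basis = percent CD8+ FL2 mean versus row control | controls = Peptide-free naked vesicles (low) and QL9 vesicles with 0.7% DMSO vehicle (high) | detection = flow cytometry of vesicle-bound cells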
Dynein transport cytoplasmic EGFP: also measured in Dynein transport; calls as there; z-score; measured here: cytoplasmic GR-EGFP intensity; active compounds read high
Dynein transport nuclear GR-EGFP: recorded beside Dynein transport, whose call it bears; z-score; measured here: nuclear GR-EGFP intensity;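 lower value marks the stronger effect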
Dynein transport cell count: second read-out of Dynein transport, no call of its own (marks repeat the call); z-score; measured here: cell count per field
Ins promoter up cell count: second read-out of Ins promoter up, no call of its own (marks repeat the call); cell count; measured here: cytotoxicity, nuclei count;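 total cells summed across four imaged fields per well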
Lipid droplet cells 6.5 µM: second read-out of Lipid droplet, no call of its own (marks repeat the call); cell count; measured here: cell count, cytotoxicity flag;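 cells counted across two imaged fields per well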
b-catenin transl cell count 5 µM: recorded beside b-catenin transl, whose call it bears; cell count; measured here: cell count, cytotoxicity flag
T cell modulator vesicle-bound %: further read-out of T cell modulator, marked with its call; double positive events, %; measured here: CD8+ vesicle-bound cell fraction;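 binding gate set so that unloaded-vesicle control wells show 10% double positive cells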
MT stabilizer Hoechst-high %: recorded beside MT stabilizer, whose call it bears; % Hoechst-high responders; measured here: nuclear condensation Hoechst responders;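 share of cells brighter than vehicle mean plus two SD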
MT stabilizer cytotoxicity %: further read-out of MT stabilizer, marked with its call; toxicity, %; measured here: cytotoxicity by cell density;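 0% = mean cell density of plate MIN control wells and 100% = no cells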
Autophagy mod cell loss 18 h: recorded beside Autophagy mod, whose call it bears; toxicity, %; measured here: cell loss, nuclei count;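 cell loss after 18 h compound exposure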
Numbers without * were called inactive.

Screening CCN(CC)Cc1cc(CCNC(=O)c2ccc(Cl)cc2)ccc1O returned Salmonella PhoP GFP 0%, b-catenin transl -6.0, MT stabilizer 1.7, CSM14.1 death rescue -1.7%, Lipid droplet -3, Autophagy mod inactive, Dynein transport -0.23, T cell modulator inactive, Dynein transport cytoplasmic EGFP -0.17, Dynein transport nuclear GR-EGFP 0.019, Dynein transport cell count 0.3, Lipid droplet cells 6.5 µM 734, b-catenin transl cell count 5 µM 1182, T cell modulator vesicle-bound % 57, MT stabilizer Hoechst-high % 1.7, MT stabilizer cytotoxicity % 9.4 and Autophagy mod cell loss 18 h -11.
Screening O=C(O)c1ccc(-c2nc(-c3ccccc3)c(-c3ccccc3)[nH]2)cc1 returned Salmonella PhoP GFP -7%, MT stabilizer 3.6, CSM14.1 death rescue -1.3%, Ins promoter up 0.39, Lipid droplet 3, Autophagy mod inactive, Dynein transport -0.89, T cell modulator inactive, Dynein transport cytoplasmic EGFP 0.62, Dynein transport nuclear GR-EGFP -0.61, Dynein transport cell count 0.55, Ins promoter up cell count 1375, Lipid droplet cells 6.5 µM 606, T cell modulator vesicle-bound % 45, MT stabilizer Hoechst-high % 3.1, MT stabilizer cytotoxicity % 4.7 and Autophagy mod cell loss 18 h -8.
For C=C(C)CNC(=S)N=Nc1c(O)[nH]c2ccc([N+](=O)[O-])cc12 the results were Salmonella PhoP GFP 1%, b-catenin transl 2.7, MT stabilizer 2.9, CSM14.1 death rescue 1.2%, Ins promoter up -2.8, Lipid droplet -2, Autophagy mod inactive, Dynein transport 0.54, T cell modulator inactive, Dynein transport cytoplasmic EGFP 0.93, Dynein transport nuclear GR-EGFP 1.1, Dynein transport cell count -0.79, Ins promoter up cell count 1097, Lipid droplet cells 6.5 µM 711, b-catenin transl cell count 5 µM 1071, T cell modulator vesicle-bound % 52, MT stabilizer Hoechst-high % 2.5, MT stabilizer cytotoxicity % 0.5 and Autophagy mod cell loss 18 h 5.
Screening CN(C(=O)c1ccc2c(=O)n3c(nc2c1)CCCCC3)c1ccccc1Cl returned Salmonella PhoP GFP -1%, b-catenin transl 0.9, Ins promoter up -0.31, Lipid droplet 1, Dynein transport -0.27, T cell modulator inactive, Dynein transport cytoplasmic EGFP -0.24, Dynein transport nuclear GR-EGFP 0.3, Dynein transport cell count 0.91, Ins promoter up cell count 904, Lipid droplet cells 6.5 µM 722, b-catenin transl cell count 5 µM 1299 and T cell modulator vesicle-bound % 49.
`COc1cc(NC(=O)CSc2nccc(C)n2)c(C(=O)O)cc1OC` gave Salmonella PhoP GFP -13%, b-catenin transl 6.1, MT stabilizer 3.4, CSM14.1 death rescue 1.2%, Ins promoter up 0.17, Autophagy mod inactive, Dynein transport -0.46, T cell modulator inactive, Dynein transport cytoplasmic EGFP -0.36, Dynein transport nuclear GR-EGFP 0.064, Dynein transport cell count 0.32, Ins promoter up cell count 1265, b-catenin transl cell count 5 µM 1354, T cell modulator vesicle-bound % 50, MT stabilizer Hoechst-high % 2.4, MT stabilizer cytotoxicity % 5.7 and Autophagy mod cell loss 18 h -10.
`N/C(=N\OC(=O)c1cccc(Cn2cc(C(F)(F)F)ccc2=O)c1)c1ccc(Cl)cc1` gave b-catenin transl 5.6, Lipid droplet -2, Dynein transport 1.2, T cell modulator inactive, Dynein transport cytoplasmic EGFP -0.23, Dynein transport nuclear GR-EGFP 0.46, Dynein transport cell count 0.21, Lipid droplet cells 6.5 µM 708, b-catenin transl cell count 5 µM 983 and T cell modulator vesicle-bound % 34.
`CCCC(=O)Nc1cc(Cl)ccc1C` gave Salmonella PhoP GFP 7%, b-catenin transl -3.0, MT stabilizer 5.0, CSM14.1 death rescue -0.2%, Ins promoter up 0.41, Lipid droplet 11, Autophagy mod inactive, Dynein transport -0.51, T cell modulator inactive, Dynein transport cytoplasmic EGFP -0.35, Dynein transport nuclear GR-EGFP -0.24, Dynein transport cell count 0.43, Ins promoter up cell count 1491, Lipid droplet cells 6.5 µM 626, b-catenin transl cell count 5 µM 1073, T cell modulator vesicle-bound % 22, MT stabilizer Hoechst-high % 1.1, MT stabilizer cytotoxicity % 7.3 and Autophagy mod cell loss 18 h 2.
`COc1ccccc1NC(=O)CSc1nnnn1-c1ccc(C(=O)O)cc1` gave Salmonella PhoP GFP -2%, b-catenin transl 0.7, MT stabilizer 2.6, CSM14.1 death rescue 0.6%, Ins promoter up 0.13, Lipid droplet -5, Autophagy mod inactive, Dynein transport -0.5, T cell modulator inactive, Dynein transport cytoplasmic EGFP -0.29, Dynein transport nuclear GR-EGFP 0.11, Dynein transport cell count 0.31, Ins promoter up cell count 1342, Lipid droplet cells 6.5 µM 713, b-catenin transl cell count 5 µM 1119, T cell modulator vesicle-bound % 36, MT stabilizer Hoechst-high % 2.2, MT stabilizer cytotoxicity % 8.4 and Autophagy mod cell loss 18 h -11.
O=C(c1ccc2c(c1)OCO2)N1CCC2(CC1)Oc1ccc(F)cc1C(=O)C21CC(c2cccnc2)=NO1 (stereo unspecified) was read as Salmonella PhoP GFP -4%, b-catenin transl -2.1, Ins promoter up -1.1, Dynein transport -0.51, T cell modulator inactive, Dynein transport cytoplasmic EGFP -0.72, Dynein transport nuclear GR-EGFP -0.16, Dynein transport cell count 0.084, Ins promoter up cell count 1096, b-catenin transl cell count 5 µM 1137 and T cell modulator vesicle-bound % 23.
Screening OCCNCC(O)Cn1ccc2ccccc21 (stereo unspecified) returned Salmonella PhoP GFP 4%, MT stabilizer 1.9, CSM14.1 death rescue -1.5%, Ins promoter up -0.27, Lipid droplet 5, Autophagy mod inactive, Dynein transport 0.36, T cell modulator inactive, Dynein transport cytoplasmic EGFP -0.12, Dynein transport nuclear GR-EGFP 0.58, Dynein transport cell count -0.41, Ins promoter up cell count 1311, Lipid droplet cells 6.5 µM 757, T cell modulator vesicle-bound % 32, MT stabilizer Hoechst-high % 1.1, MT stabilizer cytotoxicity % 5.3 and Autophagy mod cell loss 18 h 6.
Screening COc1ccc(C(=O)/C=C/c2ccc(OC(=O)c3cc(OC)c(OC)c(OC)c3)cc2)cc1 returned Salmonella PhoP GFP 1%, b-catenin transl 3.9, MT stabilizer 11, CSM14.1 death rescue 1.3%, Ins promoter up 1.1, Lipid droplet -34, Autophagy mod inactive, Dynein transport -0.43, T cell modulator inactive, Dynein transport cytoplasmic EGFP -0.16, Dynein transport nuclear GR-EGFP -0.3, Dynein transport cell count 0.79, Ins promoter up cell count 1436, Lipid droplet cells 6.5 µM 649, b-catenin transl cell count 5 µM 1075, T cell modulator vesicle-bound % 6, MT stabilizer Hoechst-high % 23, MT stabilizer cytotoxicity % 16 and Autophagy mod cell loss 18 h -10.
For O=C(CN1CCN(c2ccc(F)cc2)CC1)Nc1cccnc1Cl the results were Salmonella PhoP GFP -5%, b-catenin transl -0.2, MT stabilizer 1.6, CSM14.1 death rescue -0.7%, Ins promoter up -0.26, Lipid droplet 0, Autophagy mod inactive, Dynein transport -0.2, T cell modulator inactive, Dynein transport cytoplasmic EGFP -0.28, Dynein transport nuclear GR-EGFP -0.1, Dynein transport cell count 0.56, Ins promoter up cell count 1441, Lipid droplet cells 6.5 µM 587, b-catenin transl cell count 5 µM 1476, T cell modulator vesicle-bound % 37, MT stabilizer Hoechst-high % 2.4, MT stabilizer cytotoxicity % 7.2 and Autophagy mod cell loss 18 h -34.

Two compounds picked at random from the list so far, as already listed:
Screening CN(C(=O)c1ccc2c(=O)n3c(nc2c1)CCCCC3)c1ccccc1Cl returned Salmonella PhoP GFP -1%, b-catenin transl 0.9, Ins promoter up -0.31, Lipid droplet 1, Dynein transport -0.27, T cell modulator inactive, Dynein transport cytoplasmic EGFP -0.24, Dynein transport nuclear GR-EGFP 0.3, Dynein transport cell count 0.91, Ins promoter up cell count 904, Lipid droplet cells 6.5 µM 722, b-catenin transl cell count 5 µM 1299 and T cell modulator vesicle-bound % 49.
O=C(c1ccc2c(c1)OCO2)N1CCC2(CC1)Oc1ccc(F)cc1C(=O)C21CC(c2cccnc2)=NO1 (stereo unspecified) was read as Salmonella PhoP GFP -4%, b-catenin transl -2.1, Ins promoter up -1.1, Dynein transport -0.51, T cell modulator inactive, Dynein transport cytoplasmic EGFP -0.72, Dynein transport nuclear GR-EGFP -0.16, Dynein transport cell count 0.084, Ins promoter up cell count 1096, b-catenin transl cell count 5 µM 1137 and T cell modulator vesicle-bound % 23.
